Source: PubChem
Cdc25B inh = human M-phase inducer phosphatase 2 inhibition; P30305; recombinant Cdc25B, OMFP fluorescence Ex485/Em525; inhibition, %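 (compounds tested at 10 µM final in the well)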; actives 0.1% (n = 65,000); AID 368; in the data active = inhibition above about 50%
PKA kinase inh = PKA (human) kinase inhibition. actives 0.1% (n = 65,000). PKA Kemptide phosphorylation, Kinase-Glo ATP luminescence. AID 524. inhibition, % at 6 µM;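 active = inhibition above the screen-wide mean inhibition plus 3 SD, cut at about 21% in these data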; note: many of its hits are not listed in these tables
Hsp90 inh = displaces geldanamycin probe from tumor Hsp90 | inhibition, % at 30 µM | actives 0.35% (n = 64,000) | NCI-N417 lysate Hsp90, Cy3B-geldanamycin FP displacement | P07900;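 active = inhibition above 50%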;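 note: 0% = tracer plus lysate wells and 100% = tracer alone without lysate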
Her2 expr inh = Her2 kinase expression inhibition; P04626; SKBR-3 HER2 protein level, AlphaScreen, 18-24 h; active compounds read low; HER2 level % of control, % at 10 µM; actives 0.69% (n = 65,000); AID 645;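 active = HER2 level under 5% of the carrier-only control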;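 note: 100% = DMSO carrier and 0% = 500 nM PU-H71 HSP90 inhibitor; lower value means stronger loss of Her2 protein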
JNK3 inh = JNK3 (human) kinase inhibition; actives 0.61% (n = 60,000); P53779; AID 746; inhibition, % at 8 µM; purified JNK3 kinase activity, HTS; in the data active = inhibition above about 17%;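 note: 0% = DMSO and 100% = reference inhibitor; many of its hits are not listed in these tables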
Target sequence (P53779 whole entry, looked up): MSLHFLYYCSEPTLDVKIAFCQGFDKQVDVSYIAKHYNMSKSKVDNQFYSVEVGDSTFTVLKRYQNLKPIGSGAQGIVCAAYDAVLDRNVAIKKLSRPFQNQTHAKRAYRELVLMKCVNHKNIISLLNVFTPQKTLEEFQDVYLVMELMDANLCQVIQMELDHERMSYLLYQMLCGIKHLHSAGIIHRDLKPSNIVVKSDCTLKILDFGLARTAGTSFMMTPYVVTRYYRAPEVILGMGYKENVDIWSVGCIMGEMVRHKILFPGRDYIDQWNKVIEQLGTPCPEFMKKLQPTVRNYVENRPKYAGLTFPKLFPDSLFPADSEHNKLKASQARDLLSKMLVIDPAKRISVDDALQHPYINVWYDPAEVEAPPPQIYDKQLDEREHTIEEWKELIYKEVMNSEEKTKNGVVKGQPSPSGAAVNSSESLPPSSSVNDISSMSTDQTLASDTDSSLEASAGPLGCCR
Autofluor 339 = intrinsic fluorescence of library compounds, ex339/em460 – biochemical, MLSMR library, data from DPM-DC assay, artefact control, profiling panel; compound autofluorescence, ex339/em460 nm, NADH buffer; active compounds read high; 1 = no-compound wells, NADH background; AID 709; fluorescence fold increase at 10 µM; actives 5.5% (n = 65,000);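 active = at 10 µM, mean starting fluorescence two-fold or more over control wells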;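 note: signal is the first read of a kinetic run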
MKP-1 inh = blocks human MKP-1 phosphatase activity; P28562; recombinant MKP-1, OMFP hydrolysis fluorescence; inhibition, %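 (compounds tested at a single concentration somewhere between 10 and 100 µM)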; actives 0.15% (n = 65,000);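 active = inhibition above about 50%, limit read from the data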;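 note: 0% = DMSO max control wells and 100% = wells with enzyme stopped by NaOH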
Target sequence (P28562 whole entry, looked up): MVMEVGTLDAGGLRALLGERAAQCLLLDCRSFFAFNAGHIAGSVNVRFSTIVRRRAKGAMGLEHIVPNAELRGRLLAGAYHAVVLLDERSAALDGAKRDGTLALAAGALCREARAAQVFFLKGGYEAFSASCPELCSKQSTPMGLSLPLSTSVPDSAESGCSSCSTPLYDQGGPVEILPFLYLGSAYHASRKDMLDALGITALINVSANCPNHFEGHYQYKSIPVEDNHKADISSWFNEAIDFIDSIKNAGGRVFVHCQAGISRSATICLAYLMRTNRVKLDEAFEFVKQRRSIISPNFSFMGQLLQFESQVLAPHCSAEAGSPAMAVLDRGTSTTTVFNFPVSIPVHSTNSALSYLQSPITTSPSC
ROCK2 inh = ROCK2 (human) kinase inhibition | purified ROCK2, Kinase-Glo ATP depletion luminescence | inhibition, % at 6 µM | actives 0.35% (n = 60,000);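 active = inhibition above the screen-wide mean inhibition plus 3 SD, cut at about 18% in these data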;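 note: plate controls were DMSO wells for no effect and Y-27632 control wells after no-enzyme background subtraction for full effect; many of its hits are not listed in these tables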
A340 absorber = compounds absorbing at 340 nm. fold change at 10 µM. AID 708. compound absorbance at 340 nm, fold over control. 65,000 tested, under 10 active;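 active = at 10 µM dose, initial 340 nm absorbance at least 2 fold that of control wells; inactive = change under 2 fold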;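 note: initial absorbance extrapolated from kinetic A340 decline of NADH oxidation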
The depositor's hits bear a star; nt = not tested or not shown. The list is partial; the hit share may differ from the screen's.

SMILES	Cdc25B inh	PKA kinase inh	Hsp90 inh	Her2 expr inh	JNK3 inh	Autofluor 339	MKP-1 inh	ROCK2 inh	A340 absorber
Cc1nc2c(C(=O)O)cnn2c(C)c1Cc1ccccc1F	1	9	0	131	nt	1.6	-10	nt	1
CCOC(=O)N1CCN(C(=O)C2CC(=O)N(Cc3ccc(OC)cc3)C2)CC1 (stereo not drawn)	0	-1	-2	116	1	1.1	-6	-7	1
Cc1cc(-c2ccccc2)c(C#N)c(SCC(N)=O)n1	4	2	-5	110	3	1.1	-25	3	1
COc1ccc(N2CCN(C(=O)c3sc4nc(-c5ccc(F)cc5)cn4c3C)CC2)cc1	-2	9	0	61	-3	1.1	12	5	1.1
CC1CCN(c2nc3c(c(=O)n(C)c(=O)n3C)n2CCSc2nc3ccccc3s2)CC1	-17	6	-7	85	13	1.1	8	7	1
CCc1ccc(Nc2ncc3c(n2)CC(c2ccco2)CC3=O)cc1 (stereo not drawn)	4	-2	-2	76	0	2.4*	-1	5	1.1
CCOC(=O)N1CCN(c2ncnc3c2oc2nc(CC(C)C)c4c(c23)CCC4)CC1	-6	9	-5	38	-5	1.8	8	5	1
Cn1c(/C(C#N)=C/C2CC=CCC2)nc2ccccc21 (stereo not drawn)	-12	3	0	83	3	1.1	11	1	0.98
COC(=O)c1ccc(C2C(C(=O)Nc3ccccc3C)=C(C)Nc3ncnn32)cc1 (stereo not drawn)	-6	12	0	64	2	1.1	-21	6	1
O=C(CC(=O)c1ccccc1O)c1cccc(F)c1	3	1	2	37	-4	1	-2	3	1.1
Cc1cc(N2CCCc3ccccc32)n2ncnc2n1	-3	8	0	120	5	1	2	-3	1.1
Cc1noc(/C=C/N(C)C)c1S(=O)(=O)N1CCCC(C(=O)NCc2ccccc2Cl)C1 (stereo not drawn)	-3	10	-2	81	4	1	6	4	1.2
O=C(O)CCCC(=O)N1CCc2cc(S(=O)(=O)N3CCc4ccccc43)ccc21	2	-7	-4	90	-4	1.1	17	4	1
Cc1cccc(CSc2nnc(Cn3c(=O)sc4ccccc43)n2C)c1	-10	-2	0	112	2	1.1	0	-11	1.1
CCC(C)n1c(C)nc2c(c1=O)c1nc3ccccc3nc1n2-c1ccc2c(c1)OCCO2 (stereo not drawn)	10	6	-13	104	4	1.2	5	0	1
O=C(CSc1nnc(-c2cccnc2)n1C1CCCCC1)NC1CCCC1	-2	4	-1	80	7	1.1	22	6	1
COCCn1nnnc1C(c1cc2cc(C)ccc2[nH]c1=O)N1CCN(C2CCCCC2)CC1 (stereo not drawn)	8	5	-3	103	3	1.8	-10	5	1.1
COc1ccccc1NS(=O)(=O)c1ccc2oc(SC3CCOC3=O)nc2c1 (stereo not drawn)	26	-1	-2	68	2	1.1	4	4	0.98
CCn1c2ccc(CC(=O)O)cc2c2cc(CC(=O)O)ccc21	3	7	-13	101	-2	1.4	-7	10	1.1
Cc1ccc(S(=O)(=O)n2nc(-c3ccco3)nc2SCc2ccccc2)cc1	1	-4	0	46	-8	1.1	5	0	1.1
O=C(c1ccccc1)n1nc(-c2ccccc2)nc1NCc1ccco1	-14	6	1	106	6	1.1	1	6	1.1
O=C(CN1CCCCC1)Nc1ccc(S(=O)(=O)NC2CCCCC2)cc1	-17	2	3	104	5	1.1	-18	1	1
CC(C)Cc1cc(C(=O)NCc2ccco2)no1	-4	4	-6	109	-2	1.1	-3	8	1
O=c1c2ccccc2ncn1-c1ccc2c(c1)OCCO2	-5	13	1	81	5	1	9	6	1
COCCNC(=O)CN(C)S(=O)(=O)c1ccc2c(c1)OCCO2	2	5	1	123	9	1.1	-1	-3	0.98
O/N=C1/CCCCC1c1ccccn1 (stereo not drawn)	14	9	-4	99	1	1	-23	5	0.98
O=C(OCc1cc2ccccc2[nH]c1=O)c1ccco1	8	-2	-10	67	4	1.1	-13	-1	1
CSc1nc(N)nc(SC2C=CCCC2)c1C#N (stereo not drawn)	-2	-5	-9	123	-2	1.1	-8	-2	1
Cc1ccccc1-c1ccc(C=Nc2c(C)n(C)n(-c3ccccc3)c2=O)o1	0	-2	-1	89	-8	1.1	28	3	1.2
Cc1csc(C(C#N)C(=O)c2ccncc2)n1 (stereo not drawn)	5	7	-12	96	0	1.1	24	-4	1.1
CC(=O)Nc1ccc(S(=O)(=O)Nc2nccc(C3Cc4ccccc4C(=O)O3)n2)cc1 (stereo not drawn)	-5	5	-5	92	-5	1.2	4	-1	1
CC(C)c1nc(SCC(=O)NCc2ccccc2)n[nH]1	-3	1	-1	92	8	1.1	30	3	1
Cc1cc(OCCN2CCCCC2)nc2ccccc12	-35	2	-5	156	2	1.1	-19	-9	1
CCn1cc(C(=O)N2CCOCC2)c(=O)c2cc(S(=O)(=O)N(C)C3CCCCC3)ccc21	-2	5	0	75	-1	1	-9	4	1
CCN(CCCNC(=O)C1CCN(S(=O)(=O)N2CCC3(CC2)OCCO3)CC1)c1ccccc1	-7	-1	-4	97	-8	1.1	26	-1	1.3
Cc1cc2nnc(SCc3ccccc3)n2c(N)n1	-11	12	-6	94	8	1	-4	5	1
CC(=O)N1CCc2cc(S(=O)(=O)CCC(=O)Nc3ccc4c(c3)OCCO4)ccc21	9	3	-2	162	1	1.1	-16	3	1
COc1ccc(CN2C(=O)c3cccnc3C2Nc2cc(Cl)ccc2OC)cc1 (stereo not drawn)	-4	6	-3	101	-2	1	11	6	1
Cc1noc(C)c1C(=O)N1CCN(c2ncccn2)CC1	-11	12	-4	88	9	1.2	-9	8	1
COc1ccc(-c2cn3c(C)c(C(=O)N4CCN(c5ccccc5)CC4)sc3n2)cc1	-11	-3	-2	69	-6	1.1	9	1	1
COC(=O)c1ccc(NC(=O)N2CCOCC2)cc1	-8	4	2	96	3	1.1	-12	2	0.98
CCOC(=O)C1=C(C)NC(C)=C(C(=O)OCC)C1C(=O)OC1CCOC1=O (stereo not drawn)	-9	0	-2	106	0	1.5	-7	-1	1
Cn1c(=O)c2c(nc(CN3CCC(C(N)=O)CC3)n2Cc2ccccc2F)n(C)c1=O	6	2	-1	101	4	1.1	-3	4	1.1
CC1CCCN(C/C(O)=C(\C#N)c2nc3ccccc3[nH]2)C1 (stereo not drawn)	-20	-6	0	105	-12	1	-6	-2	1.1
Cc1nn(Cc2ccccc2Cl)c(C)c1NC(=O)c1cc(-c2ccc(F)cc2)on1	3	4	-2	69	-1	1.2	20	4	1
CCOC(=O)C(C)(C)Sc1nc2c(cnn2-c2ccc(Cl)cc2)c(=O)[nH]1	3	-14	-2	76	-8	0.98	3	-5	0.98
COC(=O)CC1C(=O)NCCN1C(=O)Nc1ccccc1 (stereo not drawn)	-6	2	2	94	0	1	-3	2	1
COc1ccc2[nH]cc(C(=O)CN3CCC(C)CC3)c2c1	1	7	-5	83	1	1.1	-22	8	1
CCOC(=O)c1c(C)oc2cc(Br)c(O)c(Br)c12	-12	7	0	72	1	1.1	7	1	1.1
Cc1cc(C#N)c2ccccc2n1	0	3	-2	90	-6	1.1	-13	-5	0.99
Cc1oc(-c2cccc(Cl)c2)[n+]([O-])c1C	-5	-4	1	97	-5	1.1	-3	-1	0.99
Cc1ccc(CCNC(=O)C2CCC(=O)N2C(C)C)cc1 (stereo not drawn)	0	12	-4	115	-4	1	6	6	0.98
O=C(CN1C(=O)c2ccccc2C1=O)Nc1cccnc1	-15	6	-4	128	3	1	28	7	1
CN(C)CCCN1C(=O)C(=O)/C(=C(/O)c2ccc3c(c2)OCO3)C1c1ccccn1 (stereo not drawn)	-5	4	0	97	1	1.1	6	1	1.2
CCn1c(C(C)NC(=O)c2ccc(OC)c(OC)c2)nc2ccccc21 (stereo not drawn)	-11	4	nt	78	nt	1.1	10	nt	1
Cc1cc2cc(CCNC(=O)CC(C)C)c(=O)[nH]c2cc1C	6	-9	-3	89	-1	1.2	1	-2	1
Cc1ccc(OCCCC(=O)Nc2ccc(N3CCOCC3)cc2)c(C)c1	-5	7	22	74	-7	1	17	10	1
CCSc1nc2c(c(=O)[nH]1)C(c1cccnc1)C(C(=O)OC(C)C)=C(C)N2 (stereo not drawn)	-8	7	0	nt	nt	1.1	0	nt	1
COc1cc(NS(=O)(=O)c2ccc(Br)cc2)c(OC)cc1NC(=O)c1ccco1	14	9	2	62	0	1.1	2	4	1
COc1ccc(S(=O)(=O)Cc2ccc(C(=O)N3CCCC3)o2)cc1	-10	-4	0	85	0	1.1	11	0	0.99

A section taken from the entries so far, for reference:
SMILES	Cdc25B inh	PKA kinase inh	Hsp90 inh	Her2 expr inh	JNK3 inh	Autofluor 339	MKP-1 inh	ROCK2 inh	A340 absorber
CN(C)CCCN1C(=O)C(=O)/C(=C(/O)c2ccc3c(c2)OCO3)C1c1ccccn1 (stereo not drawn)	-5	4	0	97	1	1.1	6	1	1.2
CCn1c(C(C)NC(=O)c2ccc(OC)c(OC)c2)nc2ccccc21 (stereo not drawn)	-11	4	nt	78	nt	1.1	10	nt	1
Cc1cc2cc(CCNC(=O)CC(C)C)c(=O)[nH]c2cc1C	6	-9	-3	89	-1	1.2	1	-2	1
Cc1ccc(OCCCC(=O)Nc2ccc(N3CCOCC3)cc2)c(C)c1	-5	7	22	74	-7	1	17	10	1
CCSc1nc2c(c(=O)[nH]1)C(c1cccnc1)C(C(=O)OC(C)C)=C(C)N2 (stereo not drawn)	-8	7	0	nt	nt	1.1	0	nt	1
COc1cc(NS(=O)(=O)c2ccc(Br)cc2)c(OC)cc1NC(=O)c1ccco1	14	9	2	62	0	1.1	2	4	1
COc1ccc(S(=O)(=O)Cc2ccc(C(=O)N3CCCC3)o2)cc1	-10	-4	0	85	0	1.1	11	0	0.99

(listing goes on)
SMILES	Cdc25B inh	PKA kinase inh	Hsp90 inh	Her2 expr inh	JNK3 inh	Autofluor 339	MKP-1 inh	ROCK2 inh	A340 absorber
CCOc1ccc(-n2nnc3c(=O)n(CC(=O)N4CCCc5ccccc54)cnc32)cc1	-5	1	-1	101	-3	1.1	7	1	1.1
NC(=O)C1(N2CCCCC2)CCN(C(=O)c2cccn3c(=O)c4cc(Cl)ccc4nc23)CC1	-1	6	-19	131	nt	4.9*	37	nt	1.1
COc1ccc(-c2cc(C(F)(F)F)nc(SCC(=O)N3CCOCC3)n2)cc1OC	-4	2	-1	84	3	2.4*	0	3	1.2
CCn1c(=O)cc(SCC(=O)NCc2ccco2)c2ccccc21	-5	9	-6	72	-6	1.2	6	3	1
COC(=O)c1cccc(NC(=O)CSc2nnc(COc3cccc(C)c3)n2C)c1	-13	-2	-5	103	-3	1.1	25	-2	1
COc1ccc(OC)c(CN2C(=O)CCC2(C)C(=O)NC2CCCCCC2)c1 (stereo not drawn)	-1	7	-3	90	-1	1.1	4	2	0.99
COc1ccc(Cl)cc1NC(=O)C1CCCN(c2cc(C)nc3ncnn23)C1 (stereo not drawn)	-9	11	-3	90	1	1.1	9	6	0.99
N#CC1=C(N)OC2=C(C(=O)CCC2)C1c1ccccc1 (stereo not drawn)	-6	7	-2	120	5	1	1	3	1
COc1ccccc1NS(=O)(=O)c1ccccc1C#N	-8	-4	2	53	-3	1.1	2	0	1
CCOC(=O)c1sc(C)c2c1NC(C)(c1cccs1)NC2=O (stereo not drawn)	-4	8	-5	93	7	3*	13	-2	1
CC(C)=CC(=O)NCCc1ccccc1	-14	0	1	92	3	1.4	7	-9	1
CC(=O)NC(C)C12CC3CC(CC(CC(=O)O)(C3)C1)C2 (stereo not drawn)	-8	-6	3	104	-3	1.1	3	1	1
O=C(CCN1C(=O)C2C3C=CC(C3)C2C1=O)Nc1ccc(F)cc1 (stereo not drawn)	-2	3	3	91	-3	1.1	22	-2	1
Cc1ccc(S(=O)(=O)NCCC(=O)NCc2ccc3c(c2)OCO3)cc1C	-9	4	0	91	-1	1.1	-9	6	1
CCCCCN(C(=O)NC(=O)Nc1ccccc1C)S(C)(=O)=O	3	8	-9	91	2	1.1	-7	5	1
O=C(COC(=O)c1ccc[nH]c1=O)NCC1CCCO1 (stereo not drawn)	-9	11	0	111	-2	1.1	2	2	1
CCOC(=O)c1csc(NC(=O)CSc2nnnn2-c2ccc(OCC)cc2)n1	0	10	-2	103	2	1	1	2	1
COCc1cc(C)nc(SCC(=O)Nc2cccc(C)c2)c1C#N	0	6	-1	72	-2	1.1	-15	3	1
